Screening data deposited in PubChem by several laboratories.
AID2073: disruptors of CaV2.2 binding to Mint1 – biochemical, HTRF (AID 2073); HTRF protein-protein interaction, Mint1-CaV2.2; higher % means a stronger effect; inhibition, % at 20 µM; hits with a dose series show IC50 in µM; 290,000 compounds, 0.19% hits; in the data active = inhibition mostly above about 51%, no sharp cut-off; note: some results filed as inactive read as strong as hits
P. falciparum M17LAP: P. falciparum M17LAP inhibitors, primary screen, biochemical, fluorogenic H-Leu-NHMec substrate, 1536-well (AID 1619); 220,000 compounds, 0.38% hits; one-dose inhibition, % at 30 µM; IC50 in µM for titrated hits; recombinant M17LAP, H-Leu-NHMec fluorogenic kinetic assay; higher % means a stronger effect;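 active = compound inhibiting the enzyme by more than half at any dose during confirmatory dose-response retesting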;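 note: plate controls were full reaction with DMSO carrier for no effect and no enzyme background for full effect; strong numbers were not always called active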
Lipid droplet: hepatic lipid droplet formation modulation; AML12 mouse hepatocytes, oleate lipid droplets, BODIPY imaging; inhibition, % at 6.5 µM; 240,000 compounds, 0.4% hits;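 active = lipid droplet intensity inhibited by at least 50%, with more than 500 cells counted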
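Technique: fluorescence imaging, 20x objective, two fields per well / Assay system: AML12 hepatocytes (mouse) / Measure: % inhibition of lipid droplet signal / Doses: 6.5 µM single-point dosing / Incubation: overnight exposure / Reagent: 100 µM oleic acid challenge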
LYP inhibition: PTPN22 lymphoid phosphatase activity blockers – biochemical, fluorescence intensity, uHTS (AID 1779) | recombinant LYP phosphatase, fluorescence intensity; higher % means a stronger effect | inhibition, % at 11.5 µM; hits with a dose series show IC50 in µM | 290,000 compounds, 0.054% hits;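 note: plate controls were vehicle with enzyme for no effect and no enzyme for full effect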
SIAH1 antagonists: Siah-1 peptide-binding antagonists, primary screen, biochemical, fluorescence polarization, rhodamine-plectin, uHTS (AID 1817); one-dose displacement, % at 20 µM; IC50 in µM for titrated hits; 290,000 compounds, 0.02% hits; Siah-1 / rhodamine-plectin peptide fluorescence polarization; higher % means a stronger effect;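 active = displacement of at least 50% at 20 µM, with a fluorescence ratio check between 0.3 and a set limit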;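 note: plate controls were Siah plus tracer with DMSO for no effect and tracer alone without Siah for full effect; strong numbers were not always called active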
NOD2 inhibition: inhibition of NOD2-driven NF-kB reporter – cell-based, luminescence, uHTS, HEK293 (AID 1566); HEK293 NOD2/NF-kB luciferase reporter, luminescence; higher % means a stronger effect; inhibition, % at 4 µM, or EC50 in µM where a hit was titrated; 290,000 compounds, 0.63% hits; note: many of its hits are not listed in these tables
M1AAP inhibition: P. falciparum M1AAP inhibitors, biochemical, fluorogenic H-Leu-NHMec substrate, 1536-well (AID 1445); recombinant M1AAP, H-Leu-NHMec fluorogenic kinetic assay; higher % means a stronger effect; 220,000 compounds, 0.42% hits; one-dose inhibition, % at 30 µM; IC50 in µM for titrated hits;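 active = primary inhibition above the hit cutoff, then over 50% inhibition at one or more dose response concentrations, cut at about 23% in these data, passing the limit was not always enough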;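 note: plate controls were DMSO full reaction for no effect and no enzyme background for full effect; strong numbers were not always called active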
XIAP antagonists: XIAP antagonists, biochemical, IAP family, fluorescence polarization (AID 1018). XIAP BIR domain, fluorescence polarization peptide displacement; higher % means a stronger effect. displacement, % at 20 µM; hits with a dose series show IC50 in µM. 200,000 compounds, 0.007% hits; in the data active = displacement above about 50%; note: a part of the inactive calls stands beside numbers as strong as those of hits
ER stress rescue: protection against thapsigargin-triggered cell killing – 384-well, CSM14.1, ATP luminescence, primary screen (AID 1222); CSM14.1 thapsigargin-induced death rescue, ATP luminescence; higher % means a stronger effect; 190,000 tested, under 10 active; one-dose cellular ATP content (survival), % at 20 µM; EC50 in µM for titrated hits;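 active = EC50 below 50 µM in the dose-response confirmation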;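 note: death triggered by thapsigargin at about 15 µM added after 2 h compound pretreatment; cell ATP read after overnight thapsigargin exposure of roughly 18 to 22 hours; normalized against plate controls of thapsigargin alone and 5% DMSO vehicle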
Lipid droplet cells 6.5 µM: recorded beside Lipid droplet, whose call it bears; cell count; measured here: cell count, cytotoxicity flag;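 cells counted across two imaged fields per well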
Numbers without * were called inactive; · = not tested or not shown. Cut-off read from the data, not from the text of the source, unless noted: active = inhibition above about 50%; inactive = the rest. An excerpt; rates above refer to the full screens.

SMILES	AID2073	P. falciparum M17LAP	Lipid droplet	Lipid droplet cells 6.5 µM	LYP inhibition	SIAH1 antagonists	NOD2 inhibition	M1AAP inhibition	XIAP antagonists	ER stress rescue
NS(=O)(=O)c1ccc(NC2(C(=O)O)CCCC2)cc1	17%	-6%	3	741	-5%	6%	14%	-7%	·	·
CCNC(=O)c1ccc(C2SCC(=O)N2Cc2ccco2)cc1 (stereo not drawn)	12%	3%	·	·	-5%	0%	2%	6%	-5.7%	-0.7%
CC(C)CN=C(NS(=O)(=O)c1ccccc1)C(Cl)(Cl)Cl	-11%	11%	-21	608	-5%	16%	-3%	2%	-3.8%	-0.4%
Cc1cc(=O)oc2cc(NC(=O)c3cc4ccccc4o3)ccc12	15%	-1%	4	759	-1%	6%	-11%	7%	-13%	0.4%
CCc1cccc(NC(=O)C2CCCN2S(=O)(=O)c2ccc3c(c2)n(C)c(=O)c(=O)n3C)c1 (stereo not drawn)	-4%	9%	-25	684	-2%	-1%	-12%	2%	·	·
N#Cc1ccc(N2Cc3ccccc3C2=NC(=O)c2cccs2)cc1	11%	17%	-7	542	-1%	4%	-18%	4%	-11%	-1.3%
C=CCSc1nnc(-c2sc(-c3ccccc3)nc2C)n1C	10%	-18%	-2	575	-2%	5%	0%	1%	-2.2%	-0.7%
CC1CC(C)CN(S(=O)(=O)c2ccc3c(c2)C(C)(C)C(=O)N3C)C1 (stereo not drawn)	22%	·	-20	713	-11%	-4%	7%	·	·	·
COc1ccc(NC(=O)c2ccc(Cl)nc2)cc1S(=O)(=O)N1CCCCC1	17%	8%	-2	676	-4%	11%	12%	11%	-0.3%	-2.4%
COc1ccc(/C=C/C(=O)Nc2cc(F)ccc2C)cc1S(=O)(=O)N1CCOCC1	-3%	10%	-3	651	2%	2%	33%	1%	-11%	1.2%
CCOc1ccc(NC(=O)C2CCCN2C(=O)NC2CCCCC2)cc1 (stereo not drawn)	20%	·	15	846	-7%	1%	27%	·	·	·
C(=N\N=C\c1ccccc1)/c1ccccc1	8%	-2%	-1	688	-3%	0%	-26%	-3%	-14%	-1.8%
CCn1nnc(NC(=O)c2cc3ccccc3o2)n1	-2%	-1%	-2	720	-5%	-1%	-37%	0%	0.7%	-1.2%
CCOc1cc(/C=C/c2nc3ccccc3s2)ccc1OCC(=O)N1CCOCC1	6%	-22%	-2	540	0%	-2%	6%	11%	-6.4%	-1.2%
COc1ccccc1/C=N/NC(=O)CNC(=O)c1ccc(S(=O)(=O)N2CCCC2)cc1	10%	6%	-2	689	2%	2%	-12%	11%	-3.9%	·
Cn1cccc1/C=C1\SC(=O)N(CC(=O)Nc2ccc(F)cc2)C1=O	16%	10%	-5	643	-13%	-6%	-18%	1%	-8.6%	-0.7%
Cc1nc2ccccc2n1CCOc1ccc([N+](=O)[O-])cc1	-1%	·	-4	738	-4%	5%	14%	·	-4.1%	1.7%
Cc1ccc(C(=O)Nc2ccc(C(=O)N/N=C/c3cccnc3)cc2)cc1	-17%	·	-4	828	4%	26%	5%	·	·	·
Cc1cccc(N2CC(C(=O)Nc3nnc(SCCN4CCOCC4)s3)CC2=O)c1 (stereo not drawn)	24%	·	26	793	-3%	10%	13%	·	·	·
CCn1nc(C)c(/C=N/NC(=O)Cn2nc(C)cc2C)c1C	-1%	11%	2	629	-7%	2%	-2%	-1%	-5.5%	-3.6%
O=C(Cn1ncc(Cl)c(Cl)c1=O)N1CCN(S(=O)(=O)c2ccc3ccccc3c2)CC1	10%	-3%	-4	718	5%	5%	28%	3%	-22%	-6.8%
O=C(c1ccco1)N1CCN(C(=O)c2ccc(CS(=O)c3cccc(Cl)c3)o2)CC1 (stereo not drawn)	2%	·	0	683	-10%	-2%	4%	·	·	·
COc1ccccc1N(CC(=O)NCc1ccco1)S(C)(=O)=O	10%	-3%	2	745	-2%	2%	15%	5%	-4.2%	0.5%
CC(=O)NC(c1ccccc1)c1nc2ccccc2[nH]1 (stereo not drawn)	-3%	-15%	2	734	-3%	3%	1%	8%	-3.3%	1.3%
CN(Cc1ccccc1)C(=O)c1cc(S(=O)(=O)N2CCOCC2)cn1C	-8%	·	7	764	-15%	-2%	16%	·	·	·
Cc1cccc(NC(=O)C(=O)C2C(=O)Nc3ccccc32)c1 (stereo not drawn)	2%	7%	-3	743	-9%	-3%	-3%	1%	·	·
Cc1noc(C)c1C(=O)N1CCN(c2cccc(Cl)c2)CC1	12%	-14%	4	672	1%	-2%	4%	2%	-9.2%	-1.2%
COc1ccc(-c2cc(C3CCN(CC(O)C(F)(F)F)CC3)[nH]n2)cc1 (stereo not drawn)	-7%	·	·	·	-4%	6%	16%	·	·	·
O=C(CCNS(=O)(=O)c1ccc2c(c1)CCC(=O)N2)Nc1ccc2c(c1)OCCO2	5%	-2%	·	·	0%	1%	-12%	-2%	-2.8%	-1.3%
COc1ccc(C(=O)c2cnc[nH]2)cc1	5%	20%	-4	712	1%	0%	7%	3%	·	·

Whole records from above. Screens in order: AID2073, P. falciparum M17LAP, Lipid droplet, Lipid droplet cells 6.5 µM, LYP inhibition, SIAH1 antagonists, NOD2 inhibition, M1AAP inhibition, XIAP antagonists, ER stress rescue
`COc1ccc(-c2cc(C3CCN(CC(O)C(F)(F)F)CC3)[nH]n2)cc1` (stereo not drawn) is entered as -7%, ·, ·, ·, -4%, 6%, 16%, ·, ·, ·
`C(=N\N=C\c1ccccc1)/c1ccccc1` is entered as 8%, -2%, -1, 688, -3%, 0%, -26%, -3%, -14%, -1.8%
`CCn1nnc(NC(=O)c2cc3ccccc3o2)n1` is entered as -2%, -1%, -2, 720, -5%, -1%, -37%, 0%, 0.7%, -1.2%

(next part)
SMILES	AID2073	P. falciparum M17LAP	Lipid droplet	Lipid droplet cells 6.5 µM	LYP inhibition	SIAH1 antagonists	NOD2 inhibition	M1AAP inhibition	XIAP antagonists	ER stress rescue
OCC1(Cc2ccccc2C(F)(F)F)CCN(Cc2cccc3cnccc23)CC1	-4%	5%	-26	655	0%	1%	11%	6%	-3.0%	1.4%
COc1cc(S(=O)(=O)N(Cc2ccc(C)cc2)C2CCCCC2)ccc1-n1cnnn1	-7%	-6%	·	·	-1%	-2%	2%	12%	-3.7%	1.5%
CCN1CCCC1CNC(=O)C(=O)Nc1ccccc1OC (stereo not drawn)	-1%	4%	·	·	0%	4%	1%	4%	-6.1%	-4.2%
Nc1nc(NCC2CCCO2)nc(Nc2ccccc2F)c1[N+](=O)[O-] (stereo not drawn)	20%	6%	-12	678	1%	1%	15%	12%	·	·
COc1ccc(C)cc1NC(=O)CSc1nnc(-c2ccccn2)n1Cc1ccco1	-20%	1%	·	·	-3%	-3%	17%	2%	-0.3%	-1.1%
c1ccc(-c2cnc(CSc3ncnc4sccc34)o2)cc1	-11%	-2%	12	772	-1%	-6%	-2%	1%	-3.6%	3.0%
OC(CN1CCN(c2ccccn2)CC1)Cn1c2ccccc2c2ccccc21 (stereo not drawn)	5%	4%	-8	674	2%	0%	-7%	0%	-1.9%	-2.3%
CO/N=C/NC(=O)c1c(OC)ccnc1Oc1cccc(C(F)(F)F)c1	12%	10%	0	693	-3%	16%	16%	-1%	-3.9%	-1.9%
CN(O)/C=C1\C(=O)Nc2ccccc21	-20%	19%	-3	780	-9%	0%	9%	3%	-7.5%	-4.2%
CCN(CC)C(=S)SCC(=O)c1ccc(F)cc1	-8%	1%	·	·	-3%	0%	-86%	13%	0.0%	-0.6%
Cc1cccc(NC(=S)NNC(=O)c2ccc(O)cc2O)c1C	-4%	15%	19	606	2%	3%	8%	11%	-2.1%	1.5%
COc1ccc(O)c(/C=N/NC(=O)c2ccc(OCc3cccc(Br)c3)cc2)c1	36%	8%	·	·	8%	15%	49%	7%	-10%	0.9%
Cc1oc(-c2cccc(Cl)c2)nc1CN1CCC(C(=O)NCc2ccco2)CC1	-2%	-1%	·	·	-9%	-1%	13%	4%	1.5%	-0.2%
CC(=O)CCc1ccc(OCCCCN2CCC(Cc3ccccc3)CC2)cc1	-5%	-4%	-12	668	4%	2%	13%	7%	-6.9%	-0.8%
CCC(C)(C)NC(=O)CN(C(=O)CNS(=O)(=O)c1ccc(F)cc1)c1ccc2c(c1)OCCO2	-4%	·	-11	752	-1%	-1%	-10%	·	·	·
Cc1ccc(C(=O)N(CC(=O)NC2CCCCC2)c2ccccc2C)s1	-1%	17%	·	·	-4%	-1%	9%	4%	-0.7%	-2.9%
CCN(CC)Cc1cc(NC2=NS(=O)(=O)c3ccccc32)ccc1OC(=O)c1ccccc1	-1%	25%	-7	651	-6%	3%	7%	-1%	-1.3%	1.6%
CC(C)COc1ccc(C(=O)NC(=S)Nc2ccc(CN3CCOCC3)cc2)cc1	-9%	10%	19	670	-6%	8%	31%	-2%	40%	-0.4%
Cc1cc(C)nc(N2CCN(c3nnnn3-c3ccccc3)CC2)n1	4%	4%	-2	803	-10%	4%	10%	3%	-5.1%	1.0%
CN(CC(=O)Nc1ccc(N2CCOCC2)cc1)CC(=O)Nc1ccc(C(F)(F)F)cc1	-3%	-2%	2	738	-1%	8%	-7%	4%	0.0%	-2.5%
CCCCC(=O)Nc1c(O)c2ccccc2[nH]c1=O	22%	-5%	-1	663	0%	-4%	-4%	14%	-4.2%	0.0%
COc1ccc(O[C@H]2C=C[C@@H](c3ccccc3)O[C@@H]2COC(=O)CCC(C)=NO[C@@H]2O[C@H](COC(C)=O)[C@@H](OC(C)=O)[C@H](OC(C)=O)[C@H]2OC(C)=O)cc1	2%	-9%	-2	642	4%	-4%	5%	15%	-10%	-1.5%
Cc1cccc(NC(=S)c2nc3ccccc3s2)c1	-7%	8%	·	·	-2%	4%	-102%	0%	-6.1%	-2.3%
Nc1cccc2c1C(=O)N(Cc1cccc(Cl)c1)C2=O	26%	-3%	4	772	5%	0%	9%	5%	-2.2%	-1.1%
CC(=O)OC[C@H]1COc2ccc3ccccc3c2[C@H]1N(C)C(C)=O	6%	-6%	·	·	-4%	1%	0%	1%	-4.9%	1.0%
O=c1c([N+](=O)[O-])c[nH]c2ccccc12	1%	1%	-3	594	1%	-3%	-7%	7%	-13%	2.5%
CNC(=O)COC(=O)/C=C/c1c(C)nn(-c2ccccc2)c1C	3%	11%	13	670	-1%	0%	0%	2%	-4.3%	-1.1%
Cc1cc(C(=O)N=Nc2c(O)n(C(C)C)c3ccccc23)n[nH]1	4%	34%	·	·	-8%	2%	6%	19%	-4.4%	-1.5%
